CHT block: inhibitors of human choline transporter CHT; AID 488975, 2010; B-score at 10 µM; 0.86% of 310,000 active; CHT-expressing cells, membrane potential dye, choline response; hits give low values; High affinity choline transporter 1 (Homo sapiens), Q9GZV3;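 active = B-score over 3 SD under the library average, and starting fluorescence ratio not unusually high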;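 note: choline stimulus applied at its EC90 after an EC20 pre-addition; B-score computed on integrated fluorescence ratio after choline addition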
Target sequence (Q9GZV3 whole entry, looked up): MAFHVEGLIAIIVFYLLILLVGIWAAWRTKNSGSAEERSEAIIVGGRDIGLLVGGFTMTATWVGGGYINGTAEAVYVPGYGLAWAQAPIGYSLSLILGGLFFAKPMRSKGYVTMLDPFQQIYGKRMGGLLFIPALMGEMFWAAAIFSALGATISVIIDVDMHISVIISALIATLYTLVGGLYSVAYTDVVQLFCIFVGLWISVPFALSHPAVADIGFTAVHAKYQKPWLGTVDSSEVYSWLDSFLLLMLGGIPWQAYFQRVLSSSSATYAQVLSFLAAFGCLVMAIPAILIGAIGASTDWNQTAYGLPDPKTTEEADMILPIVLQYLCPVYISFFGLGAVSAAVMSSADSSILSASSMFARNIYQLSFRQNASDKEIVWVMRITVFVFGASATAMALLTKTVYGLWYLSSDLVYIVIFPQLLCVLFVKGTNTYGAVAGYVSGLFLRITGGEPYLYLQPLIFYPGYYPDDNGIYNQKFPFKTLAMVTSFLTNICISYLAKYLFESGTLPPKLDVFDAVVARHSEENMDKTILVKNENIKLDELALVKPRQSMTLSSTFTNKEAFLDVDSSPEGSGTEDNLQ
CHT PAM: CHT positive allosteric modulators, primary screen, cell-based, membrane potential dye, choline EC20. High affinity choline transporter 1 (Homo sapiens), Q9GZV3. CHT-expressing cells; hits give high values; LV-AA mutant CHT in HEK293 cells. B-score at 10 µM. 0.49% of 310,000 active. AID 488977, 2010;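 active = initial fluorescence not abnormally high and integrated response B-score, plate-corrected, over 3 SD above library mean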
* hit, by the source's call; i = inactive.

SMILES	CHT block	CHT PAM
COc1ccc(NC(=O)CSCc2cc(=O)n3ccsc3n2)cc1	i	i
COCCCNc1nc2ccccc2nc1NS(=O)(=O)c1ccc(C)c(C)c1	i	i
C=C1CC[C@@]23CC[C@]4(C)[C@@](OC2=O)([C@@H]3C1)[C@H]1O[C@H]1C1[C@@]2(C)CC[C@H](O)C(C)(C)C2CC[C@]14C (stereo partly specified)	i	i
O=C(NNc1ncnc2c1cnn2-c1cccc(Cl)c1)c1ccco1	i	i
O=C(Nc1ccccc1)N(CCN1CCOCC1)Cc1cccc(Cl)c1	i	i
Cc1cc(=O)[nH]c(-n2[nH]c(C)cc2=O)n1	i	i
Nc1ccc(C(=O)NCCCSc2ccccc2)cc1[N+](=O)[O-]	i	i
COCCNC(=S)N(C)C1(c2ccccc2Cl)CCCCC1=O (stereo unspecified)	i	i
Cc1ccc(C(=O)OCC(=O)Nc2ccc(N(C)C)cc2)cc1NC(=O)c1ccco1	i	i
O=C(CCCN1C(=O)/C(=C/c2cccc(Br)c2)SC1=S)Nc1ccccn1	i	i
Cc1ccc(CN2CC(C(=O)Nc3cc(C)ccn3)CC2=O)cc1 (stereo unspecified)	i	i
COC(=O)COc1ccc(S(=O)(=O)N2CCN(c3ccc(F)cc3)CC2)cc1	i	i
COc1ccc(CCNC(=S)NC(=O)c2cccc([N+](=O)[O-])c2)cc1OC	i	i
CCN1CCN(Cc2ccc(NC(=O)Nc3ccccc3)cc2)CC1	i	i
CN(C)/N=C/c1cc([N+](=O)[O-])ccc1O	i	i
COC(=O)C1(Cc2ccccc2)NC(c2ccc(F)cc2)C2C(=O)N(C)C(=O)C21 (stereo unspecified)	i	i
CC(C)C(=O)NCCc1nc2ccccc2n1CCCOc1ccc(Cl)cc1	i	i
CCN(CC(=O)NC1CC1)S(=O)(=O)c1ccc(C)cc1	i	i
CSc1ccc(Cl)c(C(=O)NCCCn2ccnc2)c1	i	i
COCC(=O)OCc1cc2cccc(C)c2[nH]c1=O	i	i
Nc1c(C(=O)N2CCCC2)sc2nc3c(cc12)CCCCCC3	i	i
CCC(CC)C(=O)Nc1c2c(nn1-c1ccc(F)cc1)CS(=O)(=O)C2	i	i
CCOC(=O)CSc1nc2cc(C(=O)N3CCCC3)ccc2c(=O)n1Cc1ccccc1	i	i
CCOc1ccc(CN(C)C(=O)CCl)cc1	i	i
CC(=O)Nc1sc2c(c1C#N)CCN(Cc1ccccc1)C2	i	i
CC(C)(C)NC(=S)NCc1ccc2c(c1)OCO2	i	i
CCOc1ccc(NC(=O)C2CCCN(S(=O)(=O)c3cccc4nsnc34)C2)cc1 (stereo unspecified)	i	i
CN(C)S(=O)(=O)c1ccc(Cl)c(NC(=O)CN2CCCC2)c1	i	i
CCOC(=O)N1CCN(C(=O)COC(=O)CNC(=O)c2ccc(C)cc2)CC1	i	i
O=C(CCc1nnc(CCCCc2ccccc2)o1)N1CCCC(O)C1 (stereo unspecified)	i	i
CC(C)c1c(O)nc(SCCN(C)C)[nH]c1=O	i	i
NC(=O)CC(NC(=S)NCc1ccccc1)C(=O)O (stereo unspecified)	i	i
FC(F)(F)c1cccc(NC(=S)NNC(=S)NCc2ccccc2)c1	i	i
COc1ccc(/C=N/N2C(C)CCCC2C)cc1O (stereo unspecified)	i	i
CC(NC(=O)c1c(O)c2ccccc2n(C)c1=O)c1ccccc1 (stereo unspecified)	i	i
COc1ccc(Nc2cccc(Cl)c2)c(C(=O)O)c1	i	i
CC(=O)Nc1nnc(-c2ccc(Cl)s2)o1	i	i
Cc1cc(NCCCN(C)C)n2nc(-c3cccs3)cc2n1	i	13*
Cc1cc(C)nc(Nc2ncc(O)n2-c2ccc(C)c(Cl)c2)n1	i	i
CCn1cc(C(=O)OCC(=O)c2cc(C)n(-c3ccccc3)c2C)c(=O)c2ccc(C)nc21	i	i
Cc1c(N=c2c(=O)c3ccccc3c2=O)c(=O)n(-c2ccccc2)n1C	i	i
CC1CCCN(C(=O)CSc2nnc(-c3ccc(O)cc3)o2)C1 (stereo unspecified)	i	i
O=C(O)c1cccc(Cn2c(Cl)c(/C=N/Nc3ccccc3)sc2=O)c1	i	i
Cc1ccnc2nc(C(=O)Nc3nnc(-c4ccccc4)o3)nn12	i	i
Cc1cc(=O)oc2c(C)c(OCC(=O)NCc3ccccn3)ccc12	i	i
Nc1nc(NC(=O)c2cccs2)nn1-c1ccccc1	i	i
COc1cc(CC(=O)OCC(=O)Nc2ccc(Cl)c(S(=O)(=O)N(C)C)c2)cc(OC)c1OC	i	i
Nc1nonc1NC(=O)CSc1nc2ccccc2s1	i	i
Cc1ccc(C)c(NC(=O)CCN2CC(C)OC(C)C2)c1 (stereo unspecified)	i	i
CC(C)NC(=O)/C(=N\O)c1ccccc1	i	i
CCN1CCCC1CNC(=O)CSc1cc(=O)n(CC)c2ccccc12 (stereo unspecified)	i	i
O=C(C1CC(=O)N(c2ccc(F)cc2)C1)N1CCN(c2ccc(F)cc2)CC1 (stereo unspecified)	i	i
Cn1c(=O)n(C)c2cc3[nH]cnc3cc21	i	i
COc1ccc(-c2csc(Nc3ccc(S(=O)(=O)Nc4cc(C)on4)cc3)n2)cc1	i	i
CC1(C)OCC(COC(=O)Nc2cccnc2)([N+](=O)[O-])CO1	i	i
O=C(c1ccccc1)c1cnc(Nc2ccccc2Cl)s1	i	i
CC(C)c1ccc(NC(=O)Cc2c(C(=O)O)n(C)c3ccccc23)cc1	i	i
Cc1ccc(CCNC(=O)c2ccc(CS(=O)(=O)c3ccccc3C)o2)cc1	i	i
O=C(c1ccccc1)N1CCC(=O)N1c1ccccc1	i	i
Cc1cc(C)c(C#N)c(SC(C(=O)NC(C)(C)C)c2ccccc2)n1 (stereo unspecified)	i	i
Later entries.
SMILES	CHT block	CHT PAM
N=C1SCC(=O)N1/N=C/c1ccccc1	i	i
Cc1ccc(NC(=O)CCNC(=O)c2ccc([N+](=O)[O-])cc2)cc1S(=O)(=O)N(C)C	i	i
COc1cccc(/C=N/NC(N)=S)c1OCc1ccccc1Cl	i	i
CC(NC(=O)[C@H](C)NC(=O)N1CCn2c1nc1ccccc12)c1ccccc1 (stereo partly specified)	i	i
CCCN(CCC)S(=O)(=O)c1ccc(C(=O)NCc2ccc3c(c2)OCO3)cc1	i	i
CCn1c(SCC(=O)c2cc(C)n(C)c2C)nnc1-c1ccccc1	i	i
COc1ccc(C(=O)/C(=C/O)N=Nc2ccc(F)cc2)cc1	i	i
CCC(=O)c1ccc(OCc2ccc(C(=O)OC)cc2)c(OC)c1	i	i
COc1ccc(C2=CC(c3cccc(OC)c3)n3nnnc3N2)cc1 (stereo unspecified)	i	i
O=C(NCc1ccc(F)cc1)C(=O)NCC1OCCN1C(=O)c1ccc(Cl)cc1 (stereo unspecified)	i	i
COc1ccc(OCCC(=O)Nc2ccc(S(N)(=O)=O)cc2)cc1	i	i
Cc1ccc(CNC(=O)C2CCC(=O)N(CCc3ccc(Cl)cc3)C2)cc1 (stereo unspecified)	i	i
Cc1cc(NC(=O)CSc2nc(-c3ccc(F)cc3)cs2)no1	i	i
COc1ccccc1-c1ccc(=O)n(CC(=O)Nc2ccc(C(=O)N3CCCC3)cc2)n1	i	i
COc1ccccc1OCc1ccc(C(=O)Nc2cc(OC)c(OC)c(OC)c2)o1	i	i
CC(=O)Oc1ccccc1C(=O)Nc1ccccc1C(=O)N1CCCC1	i	i
O=C(Nc1ccccc1N1CCCC1)c1ccc([N+](=O)[O-])cc1Cl	i	i
O=S(=O)(NCCC1CC1(Cl)Cl)c1ccc(Cl)cc1 (stereo unspecified)	i	i
CCn1c(=O)c(C(=O)NCCc2ccccc2)c(O)c2ccccc21	i	i
CCC(=O)N1CCc2cc(S(=O)(=O)CCC(=O)NCc3ccccc3OC)ccc21	i	i
COc1cc(OC)cc(C(=O)Nc2nc3ccc(S(C)(=O)=O)cc3s2)c1	i	i
COc1cc(NC(=O)c2ccc3c(c2)C(=O)N(CCC(C)C)C3=O)c(C(=O)O)cc1OC	i	i
O=C1NCCN(Cc2ccc(Cl)c(F)c2)C1CC(=O)N1CCCO1 (stereo unspecified)	i	i
S=c1[nH]nc(-c2ccccn2)n1/N=C/c1ccc(Cl)cc1	i	i
Cc1ccc(S(=O)(=O)CCNC(=O)Cc2ccccc2)cc1	i	i
CC(C)[C@H](NC(=O)OC(C)(C)C)c1nnc(SCc2cccc(F)c2)o1	i	i
COC(=O)c1sc2nc(CSc3ccc(Br)cc3)[nH]c(=O)c2c1C	i	i
N#C/C(=C\c1cc(O)c(O)c(O)c1)C(N)=O	i	i
COc1ccc(NC(=O)NCCN2CCN(c3cccc(Cl)c3)CC2)cc1	i	i
CCCCNC(=O)C1CC(c2ccccc2[N+](=O)[O-])=NO1 (stereo unspecified)	i	i
O=C(c1cccs1)c1coc2ccc(O)cc12	i	i
CCOC(=O)c1csc(NC(=O)c2ccc(S(=O)(=O)N3CCCC3)cc2)n1	i	i
CCC1=NN(C(=O)Cc2ccc(OC)c(OC)c2)C(O)(C(F)(F)F)C1 (stereo unspecified)	i	i
O=C(NCC1CCCO1)c1ccccc1-c1nc(-c2ccc(F)cc2)no1 (stereo unspecified)	i	i
COc1ccc(/C=N/Nc2ccc(C(F)(F)F)cc2[N+](=O)[O-])cc1O	i	i
CCC(NC(=O)Cn1cnc2c(=O)n(C)c(=O)n(C)c21)c1ccccc1 (stereo unspecified)	i	i
CC(=O)c1ccc(NC(=O)CSc2nccn2C)cc1	i	i
N=c1c2c(ncn1Cc1ccco1)Oc1ccc3ccccc3c1C2c1ccccc1 (stereo unspecified)	i	i
NC(=O)c1ccc(N2CCCCC2)c(N2C(=O)C3CC=CCC3C2=O)c1 (stereo unspecified)	i	i
COc1ccc(-n2cc(CN3CCCC3)c(-c3cccc(F)c3)n2)cc1	i	i

19 neighbouring records from above, quoted:
SMILES	CHT block	CHT PAM
CCn1c(=O)c(C(=O)NCCc2ccccc2)c(O)c2ccccc21	i	i
CCC(=O)N1CCc2cc(S(=O)(=O)CCC(=O)NCc3ccccc3OC)ccc21	i	i
COc1cc(OC)cc(C(=O)Nc2nc3ccc(S(C)(=O)=O)cc3s2)c1	i	i
COc1cc(NC(=O)c2ccc3c(c2)C(=O)N(CCC(C)C)C3=O)c(C(=O)O)cc1OC	i	i
O=C1NCCN(Cc2ccc(Cl)c(F)c2)C1CC(=O)N1CCCO1 (stereo unspecified)	i	i
S=c1[nH]nc(-c2ccccn2)n1/N=C/c1ccc(Cl)cc1	i	i
Cc1ccc(S(=O)(=O)CCNC(=O)Cc2ccccc2)cc1	i	i
CC(C)[C@H](NC(=O)OC(C)(C)C)c1nnc(SCc2cccc(F)c2)o1	i	i
COC(=O)c1sc2nc(CSc3ccc(Br)cc3)[nH]c(=O)c2c1C	i	i
N#C/C(=C\c1cc(O)c(O)c(O)c1)C(N)=O	i	i
COc1ccc(NC(=O)NCCN2CCN(c3cccc(Cl)c3)CC2)cc1	i	i
CCCCNC(=O)C1CC(c2ccccc2[N+](=O)[O-])=NO1 (stereo unspecified)	i	i
O=C(c1cccs1)c1coc2ccc(O)cc12	i	i
CCOC(=O)c1csc(NC(=O)c2ccc(S(=O)(=O)N3CCCC3)cc2)n1	i	i
CCC1=NN(C(=O)Cc2ccc(OC)c(OC)c2)C(O)(C(F)(F)F)C1 (stereo unspecified)	i	i
O=C(NCC1CCCO1)c1ccccc1-c1nc(-c2ccc(F)cc2)no1 (stereo unspecified)	i	i
COc1ccc(/C=N/Nc2ccc(C(F)(F)F)cc2[N+](=O)[O-])cc1O	i	i
CCC(NC(=O)Cn1cnc2c(=O)n(C)c(=O)n(C)c21)c1ccccc1 (stereo unspecified)	i	i
CC(=O)c1ccc(NC(=O)CSc2nccn2C)cc1	i	i

The list goes on:
SMILES	CHT block	CHT PAM
CC(C)c1ccc(/C=C2\SC(=O)N(CC(=O)NC3CCS(=O)(=O)C3)C2=O)cc1 (stereo unspecified)	i	i
CCOC(=O)c1c(C)[nH]c(C)c1C(=O)COC(=O)[C@@H](NC(=O)c1ccccc1OCC)C(C)C	i	i
COC(=O)C(C#N)C(c1cccnc1)c1c(C)[nH][nH]c1=O (stereo unspecified)	i	i
O=C(Cc1ccccc1)NCc1ccc(-n2cccc2)cc1	i	i
O=C(O)CCCCCn1c(SCC(=O)Nc2ccc(F)cc2)nc2ccsc2c1=O	i	i
O=S(=O)(c1ccc(Cl)cc1)N1CCN(Cc2ccc(O)c3ncccc23)CC1	i	i
COc1ccc(N2CCN(C(=O)NCc3ccc(OC)c(OC)c3)CC2)cc1	i	i
COc1ccc2cc3cc(C(=O)N(C)C4CCCCC4)oc3nc2c1	i	i
Cc1cc(C)c2ccc(Cl)cc2n1	i	i
Cc1ccc(C(=O)Nc2ccc(N3CCCC3)cc2)cc1	i	i
COc1ccc(C(=O)NC2CCN(S(=O)(=O)c3ccccc3F)CC2)cc1	i	i
COc1cc(OC)cc(-c2nc(-c3ccccc3OC)no2)c1	i	i
COC(=O)c1ccccc1S(=O)(=O)N1CCC(C(=O)N(C)CCOc2ccccc2)CC1	i	i
Oc1ccc(Br)cc1-c1ccn[nH]1	i	i
CN1/C(=C/C=N/NC(=O)c2ccc([N+](=O)[O-])cc2)C(C)(C)c2ccccc21	i	i
CCN(CC(=O)Nc1ccc(NC(C)=O)cc1)C(=O)CCCN1C(=O)c2ccccc2C1=O	i	i
Cc1cccnc1NC(=O)Nc1cccc2ccccc12	i	i
N=c1oc2ccccc2cc1C(=O)Nc1ccccc1	i	i
O=C(NCCNS(=O)(=O)c1ccccc1)c1cc(OCC(F)(F)F)ccc1OCC(F)(F)F	i	i
CC(C)(C)C(=O)NC1(C(F)(F)F)N=C2SCCN2C1=O (stereo unspecified)	i	i
COc1ccc(NC(=O)c2ccc(Oc3ncccn3)cc2)cc1	i	i
COc1ccc(NC(=O)CCCC(=O)c2ccccc2)cc1OC	i	i
O=C(NCCc1cccc(Cl)c1)c1ccc2c(c1)OCO2	i	i
NC(=O)c1nsc(C(=O)N(c2cccc(F)c2)C(C(=O)NCC2CCCO2)c2ccc3ncccc3c2)c1N (stereo unspecified)	i	i

Screening data (PubChem)

Compounds as they come. Share with any hit: about 1.5%.
